# High-throughput results: PubChem, several laboratories
# Efflux pump mplx: blocks antifungal efflux pumps in multiplex yeast assay; 330,000 compounds, 0.44% hits; S. cerevisiae Candida pump triplex, Nile Red efflux; inhibition, % at 10 µM;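 active = plate passing quality check with inhibition over a set limit, or well fluorescence over plate mean plus 4 SD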;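 also: Nile Red retained in pooled yeast measured as flow cytometry median fluorescence; 0% = buffer negative control and 100% = Enniatin B positive control; higher means more Nile Red kept so more efflux inhibition; some compounds called inactive have numbers as strong as hits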
# JMJD2C inh: blocks human GASC-1 demethylase activity; Q9H3R0; GST-JMJD2C(1-420) H3K9me3 demethylation, DELFIA europium; inhibition, % at 2.35 µM; 330,000 compounds, 0.069% hits;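 active = more than half of a compound's replicate wells show inhibition beyond 50%, single wells judged on their own value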;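 also: signal counts dimethyl H3K9 product captured on neutravidin plate; 0% = median of DMSO wells and 100% = 0.3 times that DMSO median; strong numbers were not always called active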
# Target sequence (Q9H3R0 1-420 limits assumed): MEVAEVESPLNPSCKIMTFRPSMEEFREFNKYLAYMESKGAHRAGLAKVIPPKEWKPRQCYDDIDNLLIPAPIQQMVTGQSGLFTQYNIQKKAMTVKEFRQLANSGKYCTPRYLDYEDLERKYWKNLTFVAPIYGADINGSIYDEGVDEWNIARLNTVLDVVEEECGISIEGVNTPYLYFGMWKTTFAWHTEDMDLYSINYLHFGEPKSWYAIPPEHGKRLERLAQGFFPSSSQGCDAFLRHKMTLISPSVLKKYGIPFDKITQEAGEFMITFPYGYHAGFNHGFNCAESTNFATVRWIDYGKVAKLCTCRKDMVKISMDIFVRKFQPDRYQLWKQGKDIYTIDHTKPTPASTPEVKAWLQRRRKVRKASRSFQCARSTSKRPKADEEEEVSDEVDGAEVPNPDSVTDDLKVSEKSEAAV
# The depositor's hits bear a star. Some of the compounds tested. The share of hits here may be higher or lower than overall.
SMILES,Efflux pump mplx,JMJD2C inh
Fc1ccc(NC(=S)N2CCc3ccccc32)cc1,0.7,-3
CCC(=O)Nc1ccc(C(=O)NNC(=O)C2CCCCC2)cc1,0.0,8
C/C(=N\NC(=O)C1CCCC1)c1ccc(Cl)c(Cl)c1,-0.2,3
Cc1cccc(NC(=O)CSc2ncnc3sc(C)c(C)c23)n1,1.7,-12
CC(=O)Nc1ccc(Nc2cc(N(C)C)c3nonc3c2[N+](=O)[O-])cc1,0.2,-2
Cc1cccc(C(=O)NNS(=O)(=O)c2ccc(F)cc2)c1O,0.0,7
Cc1cccc(Nc2ccc([N+](=O)[O-])cn2)c1,0.4,2
O=C1NC(c2ccccc2)Oc2ccccc21 (stereo not given),0.0,0
Nc1nnnn1/N=C/c1ccccc1,-0.2,3
COC(C(=O)N/N=C(\C)c1ccc(C(C)(C)C)cc1)c1ccccc1 (stereo not given),0.0,2
COc1ccc(NC(=O)NNS(=O)(=O)c2ccc(Br)cc2)cc1,0.0,-7
CC(C(=O)Nc1ccccn1)(c1ccccc1)c1ccccc1,0.1,-8
Cc1ccc(CNC(=O)C2CCC(=O)N(Cc3ccc(Cl)cc3)C2)cc1F (stereo not given),0.0,-3
CCOC(=O)c1cnc2c(C)cc(C)cc2c1NCCCN1CCOCC1,0.0,-8
COc1cccc(-c2nnn(CC(=O)N3CCC(C)CC3)n2)c1,0.0,1
O=C(CCCc1ccccc1)NCc1ccc2c(c1)OCO2,0.0,-1
CCOc1ccc(C(=O)NCc2ccco2)cc1OC,-0.1,91
CCOC(=O)C1CCCN(C(=O)c2cc(COc3ccc(C)nc3)on2)C1 (stereo not given),0.0,11
O=C(C[n+]1cc[nH]c1)c1ccc(Cl)cc1,0.0,-1
CSCCC(NC(=O)OCc1ccccc1)C(=O)NCc1cccnc1 (stereo not given),0.2,5
COc1ccc(NC(=O)CN(C)C(=O)c2ccccc2OC)cc1,0.1,3
CCNC(=O)/C(C#N)=C/c1c(N2CCN(c3ccccc3)CC2)nc2ccccn2c1=O,0.0,-3
Cc1ccc(NC(=O)CN2CCC(NC(=O)c3cccc(F)c3)CC2)cc1C,0.0,11
COc1cc(OC)cc(C(=O)NNC(=O)c2cc3ccccc3cc2O)c1,-0.2,6
COc1ccc(OC)c(S(=O)(=O)N/N=C\c2c[nH]c3ccccc23)c1,-0.1,6
CN(C)S(=O)(=O)c1cccc(NC(=O)c2sccc2-c2ccccc2)c1,-0.5,6
Cc1ccc(C(=O)NCc2ccco2)c(C)c1,0.0,0
COc1ccc(/C=C2/C(=O)N(c3ccccc3)N=C2C)c(OC)c1,0.0,-3
CNC(=O)/C(C#N)=C/c1ccc(OCCOc2ccccc2)cc1,0.1,-2
CC(=O)c1c(C)n(-c2ccccc2Br)c2ccc(O)cc12,0.0,1
COc1ccc(CCNc2ccc([N+](=O)[O-])cn2)cc1,0.0,3
Cc1ccc(C(C)NC(=S)NC2CCCCC2)cc1C (stereo not given),0.1,1
Cc1cc2oc(=O)cc(Cn3ccnc3)c2cc1O,0.1,0
O=C(Nc1ccnn1C1CCN(CC(O)CO)CC1)C1CCCC1 (stereo not given),0.1,11
CCc1ccc(C(=O)C[n+]2cccc3cc(OC)ccc32)cc1,0.0,2
COc1cc(OC)c(OC)cc1CN1CCSCC1,-0.1,1
CCOc1ccccc1NC(=O)C(NCCc1ccc(OC)cc1)c1ccccc1 (stereo not given),0.5,-8
CCCc1cc(=O)oc2cc(OC3CCCCC3=O)ccc12 (stereo not given),0.0,1
Cc1cccc(C)c1NC(=O)N1CC=CCC1,0.6,-5
Cc1[nH]c(-c2ccc(F)cc2)cc1C(=O)N1CCN(c2ccc(Cl)cc2)CC1,0.0,5

# 17 entries from above, tab-delimited:
Structure	Efflux pump mplx	JMJD2C inh
COc1ccc(NC(=O)CN(C)C(=O)c2ccccc2OC)cc1	0.1	3
CCNC(=O)/C(C#N)=C/c1c(N2CCN(c3ccccc3)CC2)nc2ccccn2c1=O	0.0	-3
Cc1ccc(NC(=O)CN2CCC(NC(=O)c3cccc(F)c3)CC2)cc1C	0.0	11
COc1cc(OC)cc(C(=O)NNC(=O)c2cc3ccccc3cc2O)c1	-0.2	6
COc1ccc(OC)c(S(=O)(=O)N/N=C\c2c[nH]c3ccccc23)c1	-0.1	6
CN(C)S(=O)(=O)c1cccc(NC(=O)c2sccc2-c2ccccc2)c1	-0.5	6
Cc1ccc(C(=O)NCc2ccco2)c(C)c1	0.0	0
COc1ccc(/C=C2/C(=O)N(c3ccccc3)N=C2C)c(OC)c1	0.0	-3
CNC(=O)/C(C#N)=C/c1ccc(OCCOc2ccccc2)cc1	0.1	-2
CC(=O)c1c(C)n(-c2ccccc2Br)c2ccc(O)cc12	0.0	1
COc1ccc(CCNc2ccc([N+](=O)[O-])cn2)cc1	0.0	3
Cc1ccc(C(C)NC(=S)NC2CCCCC2)cc1C (stereo not given)	0.1	1
Cc1cc2oc(=O)cc(Cn3ccnc3)c2cc1O	0.1	0
O=C(Nc1ccnn1C1CCN(CC(O)CO)CC1)C1CCCC1 (stereo not given)	0.1	11
CCc1ccc(C(=O)C[n+]2cccc3cc(OC)ccc32)cc1	0.0	2
COc1cc(OC)c(OC)cc1CN1CCSCC1	-0.1	1
CCOc1ccccc1NC(=O)C(NCCc1ccc(OC)cc1)c1ccccc1 (stereo not given)	0.5	-8

# Later entries
SMILES,Efflux pump mplx,JMJD2C inh
Cn1c(=O)c2c(nc(NCCO)n2CCCc2ccccc2)n(C)c1=O,-0.1,-27
O=S(=O)(N/N=C\c1ccc2c(c1)OCO2)c1ccc(F)cc1,0.1,1
COc1ccc(CN2CCN(C3CCC3)CC2CCO)c(F)c1 (stereo not given),0.1,15
CCOc1ccccc1CN1CCNC(=O)C1CC(=O)N(C)Cc1nonc1C (stereo not given),-0.9,-27
COC(=O)c1cc2c(=O)c3ccccc3oc2nc1/C=C/N(C)C,0.0,-4
O=C(Nc1ccc(F)cc1)Nc1cccnc1,-0.1,3
CC(C)Oc1ccc(OCCn2c(S(=O)(=O)O)nc3c(N)ncnc32)cc1,0.0,11
O=C(c1cccnc1)N1CCN(S(=O)(=O)c2cccc(Cl)c2)CC1,-0.5,15
CCOc1ccc(N/C=C/C(=O)c2ccccc2)cc1,0.0,7
COc1ccc(CCNC(=S)NNC(=O)c2c(Br)c(C)nn2C)cc1OC,-0.1,20
CCOc1ccccc1/C=C/c1nc2ccccc2[nH]c1=O,0.0,16
O=C(NCC1CCCO1)c1cnn2c(C(F)F)cc(C3CC3)nc12 (stereo not given),-0.1,5
CC(=O)NC(CC(=O)Oc1ccc(C)cc1Br)c1ccccc1 (stereo not given),4.3,0
COc1ccc(OC)c(C(C)NC(=S)NC2CCCCC2)c1 (stereo not given),0.0,2
O=C(Cc1ccc([N+](=O)[O-])cc1)NNC(=O)c1ccc2c(c1)OCO2,-0.1,4
CC1CCC(NC(=O)C2CCC(CNS(=O)(=O)c3ccccc3)CC2)CC1 (stereo not given),-0.1,2
Cc1cc(Cl)ccc1OCC(=O)NC(=S)Nc1ccc(Cl)cn1,0.1,9
COCCN1CCN(C(=O)c2cc(COc3ccc(F)c(F)c3)on2)CC1,0.0,0
CCC1CCCCN1CC(=O)c1c(C)[nH]c2cc(C)ccc12 (stereo not given),0.2,3
CC(=O)c1sc(=S)n(Cc2ccccc2)c1C,0.1,-1
O=C(O)c1ccc(-n2nc(C(F)(F)F)cc2-c2cccs2)cc1,0.2,1
CSc1ccccc1OCc1cc(C(=O)NCCC2CCCCO2)no1 (stereo not given),-0.7,21
Cc1ccc(NC(=O)c2cc(-c3ccccc3O)n[nH]2)cc1Cl,-0.1,-2
CCOc1cc(C(=O)N/N=C/c2ccoc2)cc(OCC)c1OCC,-0.2,11
CCc1cc2c(Nc3ccccc3O)nc(C)nc2s1,0.0,-4
CCOC(=O)C1CCCN(CCC(=O)Nc2ccc(Br)c(C)c2)C1 (stereo not given),0.0,-15
COc1cccc(/C=C2/C(=O)NN(c3ccccc3)C2=O)c1,0.0,1
Cc1coc2c1c(C)cc1oc(=O)c(CC(=O)N[C@@H](C)C(=O)O)c(C)c12,-0.1,4
CC(C)CCNC(=O)C1CCC(CNS(=O)(=O)c2ccc(Cl)cc2)CC1 (stereo not given),0.0,1
COc1cc(OC)cc(C(=O)NCC2CCCN(C(=O)c3csc(C(C)C)n3)C2)c1 (stereo not given),0.0,3
CCCn1c(=O)c(C(=O)NCc2ccc3c(c2)OCO3)c(O)c2ccccc21,-0.1,7
CCOc1ccc(N(CC(=O)N2CCN(c3ccccc3OC)CC2)S(=O)(=O)c2ccc(F)cc2)cc1,-0.1,3
O=C(N/N=C/c1cccnc1)c1ccccc1Br,0.0,2
S=C(Nc1ccc2c(c1)OCCO2)Nc1ccccc1Cl,-0.2,12
CCn1c(C(=O)O)c(S(=O)(=O)c2ccc(Cl)cc2)c2ccccc21,-0.1,3
Cc1ccc2[nH]cc(CCNC(=O)c3cccs3)c2c1,0.0,3
C[C@]12CCC3C(CC[C@H]4CCCC[C@]34C)C1CC[C@@]2(O)CNCCO (stereo not given in full),0.0,3
COc1ccc(C(=O)NC(C)CCCC(C)(C)O)cc1OC1CCN(C(C)=O)CC1 (stereo not given),0.0,-19
Clc1cccc(Cn2ncc3ccccc32)c1,0.0,1
O=C(N/N=C/c1cccc(O)c1)c1cc2c(ccc3ccccc32)o1,0.0,5
O=C(c1ccccc1Br)N1CCN(c2ncccn2)CC1,-0.1,0
CC12CCC(=O)N1C(C(=O)NCCc1ccccc1)CS2 (stereo not given),0.1,8
S=C(NCc1ccc(Cl)c(Cl)c1)NCc1ccco1,-0.3,-8
CC(C)(C)C(=O)/C(=C/c1ccc(Cl)cc1)n1cncn1,-0.1,-6
Nc1nc(NCCOCCO)nc(Nc2cccc(F)c2)c1[N+](=O)[O-],0.0,4
COc1ccc(NS(=O)(=O)c2cccc(C(=O)OCC(=O)NC3CC3)c2)cc1,-0.9,-14
O=C1NC(Cc2ccccc2)c2nc3cc(F)ccc3c(=O)n2-c2ccc(Cl)cc21 (stereo not given),-0.3,6
COc1ccccc1NC(=O)NC1CCCCCCC1,0.1,2
O=C1NC(=O)/C(=C/c2ccc(-c3cccc([N+](=O)[O-])c3)o2)S1,0.1,6
Cc1c(O)ccc2c(CC(=O)N[C@@H](Cc3ccccc3)C(=O)O)cc(=O)oc12,-0.1,2
COc1ccc(C(=O)n2nc(C)c(Br)c2C)cc1OC,-0.1,-1
O=C(Nc1c[nH]c(=O)[nH]c1=O)c1ccccc1Cl,-0.1,-5
COc1ccc(Cl)cc1C(=O)Nc1ccc(OCC(=O)N2CCOCC2)cc1,0.0,6
O=C(NC1CCN(S(=O)(=O)c2cccc(F)c2)CC1)c1cccc(F)c1,0.1,-10
CCOC(=O)C1CCN(Cc2ccc(-c3ccccc3)cc2)CC1,0.1,-2
COc1ccc(C(=O)O)cc1S(=O)(=O)N1CCSCC1,0.0,-8
O=C(CCC(=O)Nc1ccccc1)N/N=C/c1ccc2c(c1)OCO2,-0.1,1
CCC(=O)N1N=C(c2cccs2)CC1c1ccc(OC)cc1 (stereo not given),0.0,0
O=C(Cc1c(F)cccc1Cl)Nc1ccccn1,0.0,1
CCOn1c(=O)c(-c2cccc(Br)c2)[n+]([O-])c2ccccc21,0.0,-12

# Another view of 2 compounds above.
Efflux pump mplx	JMJD2C inh	Structure
0.0	-8	COc1ccc(C(=O)O)cc1S(=O)(=O)N1CCSCC1
-0.1	-6	CC(C)(C)C(=O)/C(=C/c1ccc(Cl)cc1)n1cncn1

# More records:
SMILES,Efflux pump mplx,JMJD2C inh
COc1cc(CNCc2ccc(OC)c3ccccc23)cc(OC)c1OC,0.0,-11
COc1cc(C(=O)Nc2nnc(Cc3ccccc3)s2)cc(OC)c1OC,0.1,1
CCC(=O)Nc1ccc2c(c1)Cc1cc(NC(=O)CC)ccc1-2,0.0,-4
COc1cc(/C=C2\SC(=Nc3ccc(Cl)c(C(=O)O)c3)NC2=O)c(Br)c(Br)c1O,0.2,-32
COCCCNC(=O)Cc1ccc(-n2c(C)nc3cccnc32)cc1,0.0,4
Cc1ccccc1COc1ccc(-c2nnn(CC(=O)O)n2)cc1,0.1,1
O=C1/C(=C/c2ccc([N+](=O)[O-])cc2)Oc2cc(O)ccc21,-0.1,-2
N#CCCCCN1CCCC1,-0.1,4
Cc1ccc(-c2cc(C(=O)N/N=C/c3ccoc3)c3ccccc3n2)cc1,0.1,-7
O=C(CN1C(=O)c2ccccc2C1=O)N(CCO)Cc1ccccc1,0.0,5
O=C(O)CC(NC(=O)c1ccco1)c1ccco1 (stereo not given),0.1,-1
Cc1ccc(-c2cnn3c(N4CCOCC4)cc(C)nc23)cc1,0.0,-6
C=CCOc1ccnc(-c2ccccc2)n1,0.1,1
CCN(CC)CCNC(=O)CCc1c(C)nc2c(c(C)nn2-c2ccc(C)cc2)c1C,0.8,-3
CCN(CC(=O)NCc1ccc(Cl)cc1)C(=O)Cc1ccccc1[N+](=O)[O-],-1.5,1
Cc1ccc(C)c(NC(=O)C2C3C=CC(O3)C2C(=O)O)c1 (stereo not given),-0.1,5
COc1nnc(-c2ccc(C)c(S(=O)(=O)N(C)C)c2)c2ccccc12,0.2,-3
CCOC(=O)C1=C(c2ccccc2)NC(=O)NC1c1cc(OCC)c(O)c([N+](=O)[O-])c1 (stereo not given),0.1,1
CC(=O)c1ccccc1C(=O)N1CCC(n2nccc2NC(=O)C2CC2)CC1,0.0,2
Cc1cccc(Nc2nc(C)cc(C)n2)c1,0.2,-1
Cc1noc(C(=O)Nc2ccc(F)cc2F)c1Cl,0.0,6
CC1=C(CC(=O)NCC(=O)NCC(=O)O)c2cc(F)ccc2/C1=C/c1ccc(S(C)=O)cc1 (stereo not given),0.1,-6
COc1ccc(C(NC(C)=O)c2nccc3cc(OC)c(OC)cc23)cc1OC (stereo not given),0.1,26
O=C(N/N=C/c1ccccc1O)c1cccc2ccccc12,0.1,-14
NC(=O)CC1C(=O)N(c2ccccc2)C(=S)N1NC(=O)c1ccccc1 (stereo not given),0.1,0
